# Screens (PubChem)
# APJ antagonist – blocks the human apelin receptor APJ; P35414; CHO-K1 APJ beta-arrestin complementation, luminescence; inhibition, % at 20 µM; 330,000 tested, 0.32% active;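 active = inhibition above about 40% at 20 µM, limit read from the data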;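 also: cells challenged with 10 nM apelin-13 agonist together with compound; plate controls were apelin-13 plus DMSO wells for no effect and DMSO wells lacking apelin-13 for full effect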
# UPR XBP1 act – adaptive UPR (XBP1) activation. 330,000 tested, 0.33% active. CHO-XBP1 luciferase reporter, IRE1-XBP1 UPR activation, luminescence; percent of tunicamycin response, DMSO as zero. activation, % at 20 µM;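 active = versus positive control, 20 µM dose yields 30% or more activation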;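 also: 100% = tunicamycin at 10 µg/mL and 0% = DMSO only wells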
#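 Signal: luciferase luminescence; Assay system: CHO-XBP1 luciferase reporter cells; Amount: one thousand reporter cells per well; Dosing: 20 µM single concentration, DMSO 1%; Benchmarks: high control tunicamycin 10 µg/mL final, low control DMSO vehicle only; Schedule: 6 h compound exposure at 37 °C, 5% CO2; Evaluation: percent activation relative to tunicamycin reference.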
# CCR6 antag – CCR6 (human) receptor antagonism. 340,000 tested, 0.49% active. P51684. CHO-K1 CCR6 PathHunter beta-arrestin, luminescence, CCL20-stimulated. inhibition, % at 20 µM;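 active = compounds whose inhibition of the agonist-driven luminescence signal at 20 µM reaches about 50%, limit read from the data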;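 also: cells stimulated with CCL20 at 14 nM final; plate controls were DMSO with CCL20 for no effect and DMSO without agonist for full effect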
# Target sequence (P51684 whole entry, looked up): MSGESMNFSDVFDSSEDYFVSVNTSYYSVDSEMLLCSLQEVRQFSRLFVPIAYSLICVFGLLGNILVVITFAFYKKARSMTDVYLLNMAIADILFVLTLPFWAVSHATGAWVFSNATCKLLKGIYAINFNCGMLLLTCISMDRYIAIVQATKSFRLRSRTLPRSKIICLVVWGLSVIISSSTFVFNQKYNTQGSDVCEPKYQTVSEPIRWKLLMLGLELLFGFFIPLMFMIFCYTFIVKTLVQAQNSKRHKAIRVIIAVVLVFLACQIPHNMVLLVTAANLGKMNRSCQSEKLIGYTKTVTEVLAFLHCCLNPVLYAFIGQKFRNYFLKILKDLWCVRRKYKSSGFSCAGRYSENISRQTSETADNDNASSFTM
# CHOP UPR activ – activators of apoptotic arm of unfolded protein response (CHOP) | CHO-CHOP luciferase reporter, UPR activation, luminescence; percent of tunicamycin response over DMSO baseline | activation, % at 10 µM | 330,000 tested, 0.34% active | AID 449763;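 active = at 10 µM dose, activation of 40% or more, normalized to positive control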;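 also: 100% = tunicamycin at 10 µg/mL and 0% = DMSO alone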
#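 Material: CHO-CHOP cells, stable luciferase reporter of PERK-eIF2a-CHOP signalling; quantity: 500 reporter cells seeded per well; buffer or medium: F12 medium containing 10% fetal bovine serum; compound: one dose, 10 µM in 0.5% DMSO; incubation: 6 h compound treatment, 37 °C; measured by: Steady-Glo luciferase luminescence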
# CXCR6 inh – inhibitors of human CXCR6 receptor | O00574 | CHO-K1 PathHunter CXCR6 beta-arrestin, luminescence | inhibition, % at 20 µM | 360,000 tested, 0.36% active | AID 602244; in the data active = inhibition above about 34%, passing the limit was not always enough;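 also: antagonist mode with CXCL16 agonist at 10 nM final; 0% = 10 nM CXCL16 with DMSO and 100% = unstimulated wells without agonist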
# Target sequence (O00574 whole entry, looked up): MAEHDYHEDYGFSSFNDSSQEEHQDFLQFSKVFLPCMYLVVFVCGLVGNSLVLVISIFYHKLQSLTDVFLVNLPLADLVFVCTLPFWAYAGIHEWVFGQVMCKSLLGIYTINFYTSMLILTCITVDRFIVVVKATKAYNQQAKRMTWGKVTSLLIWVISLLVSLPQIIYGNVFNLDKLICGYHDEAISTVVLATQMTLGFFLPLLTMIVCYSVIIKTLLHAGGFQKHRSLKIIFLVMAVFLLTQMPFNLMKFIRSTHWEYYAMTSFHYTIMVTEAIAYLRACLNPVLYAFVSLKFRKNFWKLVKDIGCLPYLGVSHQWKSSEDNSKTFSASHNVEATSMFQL
# Mdm2 MdmX PPI – inhibitors of human Mdm2/MdmX interaction | O15151+Q00987 | SaOS-2 split-luciferase Mdm2/MdmX complementation, luminescence | inhibition, % at 8 µM | 330,000 tested, 3% active;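 active = inhibition of at least 50% at 8 µM in the primary screen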
# EBI2 block – blocks human EBI2 receptor beta-arrestin signaling. P32249. EBI2 beta-arrestin recruitment, luminescence, 7a,25-OHC stimulated. inhibition, % at 5 µM. 360,000 tested, 0.81% active. AID 651636; in the data active = inhibition above about 38%;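 also: enzyme fragment complementation signal reports receptor beta-arrestin coupling in cells; 0% = agonist plus DMSO wells and 100% = wells without agonist; some results beyond the cut were filed as inactive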
# Target sequence (P32249 whole entry, looked up, the tested form may be a part): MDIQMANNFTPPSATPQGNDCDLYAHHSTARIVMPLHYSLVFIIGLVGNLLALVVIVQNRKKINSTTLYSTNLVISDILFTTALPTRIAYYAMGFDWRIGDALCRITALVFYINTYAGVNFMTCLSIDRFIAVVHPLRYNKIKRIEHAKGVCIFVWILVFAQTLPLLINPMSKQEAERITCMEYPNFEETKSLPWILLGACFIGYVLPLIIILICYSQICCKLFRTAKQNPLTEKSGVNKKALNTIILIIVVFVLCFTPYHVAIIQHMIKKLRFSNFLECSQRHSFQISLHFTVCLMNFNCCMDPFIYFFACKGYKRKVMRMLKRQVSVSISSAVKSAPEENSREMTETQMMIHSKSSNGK
# tim23-1 inh – inhibits growth of tim23-1 mutant yeast; 330,000 tested, 1.3% active; inhibition, % at 20 µM; S. cerevisiae tim23-1 growth, BacTiter-Glo luminescence, 24 h; AID 463212;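 active = growth inhibition of the mutant yeast at or above 50%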;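 also: temperature-sensitive mutant grown at 25 °C; plate controls were DMSO-treated mutant yeast for no effect and medium wells lacking yeast for full effect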
# APJ ag – APJ receptor agonism | P35414 | CHO-K1 APJ PathHunter beta-arrestin, luminescence; 0% DMSO wells, 100% apelin | activation, % at 20 µM | 330,000 tested, 0.11% active | AID 2520;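 active = activation more than six SD over the plate average, tested at 20 µM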;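 also: 0% = DMSO alone and 100% = apelin-13 at 10 nM; some results filed as inactive read as strong as hits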
#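 Assay system: engineered CHO-K1 APJ arrestin reporter cells; Amount: 1000 CHO-K1 reporter cells seeded per well; Dosing: one dose, 20 µM compound, 1% DMSO; Times: compound stimulation 90 min at 25 °C, detection 60 min; Measured by: luminescent beta-gal fragment complementation, chemiluminescent substrate; Read-out: APJ–arrestin association signal; Controls: DMSO vs Apelin-13 10 nM.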
# * hit, by the source's call. Only part of the results is shown; the hit share may differ from the screen's.
# Values run as follows: APJ antagonist	CCR6 antag	Mdm2 MdmX PPI	tim23-1 inh	UPR XBP1 act	CXCR6 inh	APJ ag	CHOP UPR activ	EBI2 block
COc1ccc(NC(=O)N2CCCC(c3ccccc3)C2)cc1 (stereo unspecified)
→ 5	16	13	14	0	7	-3	1.4	21
Cc1ccc(C)c(N(CC(N)=O)S(C)(=O)=O)c1
→ 8	-5	28	3	0	-8	-3	0.9	1
CCOc1cc(NC(=S)NCCCN2CCOCC2)c(OCC)cc1NC(=O)CC(C)C
→ 4	4	17	3	1	-9	3	-1.4	4
O=C(CCCc1ccccc1)NCCS(=O)(=O)N1CCN(c2ccccc2F)CC1
→ 5	14	-1	15	0	0	0	3.6	8
CCC(C(=O)Nc1ncc(C)s1)c1ccccc1 (stereo unspecified)
→ -1	7	13	-14	-2	1	-1	-1.8	-23
CCCN=CC1=C(O)CC(c2ccccc2)CC1=O (stereo unspecified)
→ -2	-3	-13	8	0	10	6	-0.8	-13
CC1CCCCN1CCCNC(=O)c1nn(C)c2c1CS(=O)(=O)c1ccccc1-2 (stereo unspecified)
→ 4	-2	19	-11	-4	6	-4	-0.7	0
C=CCN(C(=O)CCC(=O)Nc1cc(C)on1)C(C(=O)NC1CCCC1)c1ccc(C)cc1 (stereo unspecified)
→ 5	-3	-14	18	-6	0	0	-1.1	0
COC(=O)c1ccccc1-n1c(CCC(=O)O)ccc1-c1ccc(F)cc1
→ -9	4	-29	16	-3	-7	-3	1.3	8
Cc1cc(C)cc(NC(=O)c2ccc([N+](=O)[O-])o2)c1
→ -86	-15	32	-24	-5	-14	-1	2.8	-8
O=C(Nc1ccccc1C(=O)Nc1ccccn1)c1ccc([N+](=O)[O-])cc1
→ -58	-14	1	-9	-5	-9	9	0.7	-28
COCCn1c(SCc2ccc(OC)c(F)c2)nc2ccccc2c1=O
→ -23	8	14	1	5	6	-2	0.4	3
c1ccc(-c2cn3nc(-c4ccccc4)c(-c4ccccc4)nc3n2)cc1
→ -14	10	-6	27	5	0	4	0.6	4
COc1ccc(-n2c(N)c(C(=O)NCc3ccco3)c3nc4ccccc4nc32)cc1OC
→ 1	-4	36	23	0	-3	0	2.5	-8
O=C(CSc1cccc2cccnc12)N/N=C/c1cccnc1
→ 42*	62*	54*	53*	4	48*	-5	227*	35
CCOC(=O)c1nn(-c2ccc(F)cc2)cc1O
→ 18	1	13	27	1	8	0	1.7	-1
COc1cc(/C=N/NC(=O)CNC(=O)c2ccco2)ccc1O
→ -17	9	-9	21	1	0	-4	-1.1	-9
Cc1ccc(NC(=O)C(C)N2C(=O)c3ccccc3C2=O)c(C)c1 (stereo unspecified)
→ -4	11	7	40	0	1	1	-0.6	-10
CC(C)C(=O)O/N=C(\N)c1ccccn1
→ -1	3	-5	13	1	-9	0	2.6	-10
O=C(CN1C(=O)CC(c2ccccc2)S(=O)(=O)c2ccccc21)N1CCCC1 (stereo unspecified)
→ -6	17	11	-5	-2	5	-2	0.9	1
O=C(NCc1ccco1)c1ccc(Oc2ccccc2)cc1
→ -1	-6	8	22	2	-7	-3	2.9	7
CC1Cn2c(nnc2C23CC4CC(CC(C4)C2)C3)S1 (stereo unspecified)
→ 8	1	0	24	-3	0	-2	-1.3	-14
O=C(Nc1ccnn1C1CCN(C2CCCCC2)CC1)c1cccc(F)c1
→ 12	6	1	0	-1	5	-4	4.7	2
COc1cc(S(=O)(=O)N(Cc2ccc(C)cc2)Cc2ccco2)ccc1-n1cnnn1
→ 13	12	20	2	-2	16	2	-1.3	25
N#C/C(=C/c1ccncc1)c1nc2ccccc2s1
→ 3	13	-8	80*	6	0	-1	4.2	5
CC(C)COc1ccc(-c2nn(-c3ccccc3)cc2CO)cc1
→ -3	3	-58	41	-4	-4	1	-0.9	6
COc1ccc2cc3cc(C(=O)NCc4ccccn4)oc3nc2c1
→ -7	-6	-27	9	0	-2	2	0.8	-8
O=C1CSc2ccc(S(=O)(=O)NCc3ccccc3)cc2N1
→ 22	2	-3	20	1	6	3	2.9	-10
O=C(/C=C/c1ccco1)NC(=S)Nc1ccccc1
→ -12	10	18	54*	0	-5	-4	6.0	3
COc1ccc(-c2n[nH]c(=S)n2-c2ccc3c(c2)OCCO3)cc1OC
→ -11	-16	1	-2	2	-9	-1	3.4	1
CC(=O)Oc1ccccc1C1OC(=O)c2ccccc2N1C(C)=O (stereo unspecified)
→ -11	7	2	2	-1	-3	-5	2.9	2
O=C(Nc1ccc(CN2CCCCC2)cc1)c1c(F)c(F)c(F)c(F)c1F
→ -1	5	2	-5	-3	-2	-5	-0.1	-3
COc1ccccc1/C=C(/NC(=O)c1ccccc1)C(=O)NCCCn1ccnc1
→ 19	4	17	-7	-1	-6	-3	1.5	-17
CN(C(=O)COn1nnc2ccc(Cl)cc21)C1CCS(=O)(=O)C1 (stereo unspecified)
→ -5	3	21	-12	-1	-10	0	-0.5	-2
CCCOc1ccc(NC(=O)CC2C(=O)N(Cc3ccccc3)C(=S)N2Cc2cccs2)cc1 (stereo unspecified)
→ 9	4	30	30	2	-9	-1	3.5	6
C#CCNC(=O)C1=C[C@@H](c2ccc3c(c2)OCO3)C[C@@H](OCc2ccc(CO)cc2)O1
→ 6	8	8	9	-1	-6	4	2.5	-5
CC(=O)c1ccc(OCCCC(=O)Nc2cccc(S(=O)(=O)N3CCOCC3)c2)cc1
→ 0	14	12	20	-2	6	-2	0.2	-4
CC(=O)C1=C(C)NC(C)=C(C(C)=O)C1c1cccs1
→ 7	2	11	3	-2	5	1	-2.7	-23
Cc1ccc(C)c(S(=O)(=O)N2CCCOC2CNC(=O)C(=O)NCCCn2ccnc2)c1 (stereo unspecified)
→ -4	-2	9	9	0	-3	-1	2.6	-1
CCOCCc1nnc(NC(=O)c2cc(OC)c(OC)cc2[N+](=O)[O-])s1
→ 3	0	9	5	-2	2	1	-0.1	0
CCc1cc(C(=O)N2CCCC(CNC(=O)c3ccc(-c4ccccc4)cc3)C2)no1 (stereo unspecified)
→ -6	-1	-8	35	-2	-11	1	0.8	9
Cc1ccc(OCc2cc(C(=O)NCC(C)c3ccccc3)no2)cc1C (stereo unspecified)
→ -3	-5	-23	16	-3	0	6	-0.1	4
COc1c2n(C)ccc3c-2n(c(=O)c1=O)c1ccccc31
→ -4	1	10	-15	-1	0	-3	-0.8	1
Cc1cc(C)cc(NC(=O)COc2coc(CN3CCN(c4ccccc4)CC3)cc2=O)c1
→ 19	9	24	23	-1	-1	-3	0.4	-4
CCc1cc2c(Nc3ccccc3O)nc(C)nc2s1
→ -13	-3	10	12	-4	-5	1	0.3	8
COc1cccc(C(=O)N2CCCc3ccccc32)c1
→ 15	13	21	-8	0	-10	-4	0.4	-12
O=C(N/N=C/c1ccc2c(c1)OCO2)c1cc2ccccc2o1
→ -10	9	13	-2	-2	-4	-5	4.0	0
COc1ccc(-n2c(CN3CCOCC3)nc3ccc([N+](=O)[O-])cc3c2=O)c(OC)c1
→ -14	-12	0	25	1	-3	-1	-1.3	-3
COc1ccc(NC(=O)c2ccc(-c3ccc(C(C)=O)cc3)o2)cn1
→ 0	3	-1	12	1	7	0	2.1	30
CCOc1cc(C)ccc1OCc1nnc(SCC(=O)Nc2cccc(C(=O)O)c2)n1-c1ccccc1
→ 7	-1	17	6	1	-4	1	-0.7	-13

# (further entries)
# Values run as follows: APJ antagonist	CCR6 antag	Mdm2 MdmX PPI	tim23-1 inh	UPR XBP1 act	CXCR6 inh	APJ ag	CHOP UPR activ	EBI2 block
Cc1ccc2c(c1)C(=O)C(=O)N2Cc1ccccc1
→ 22	30	30	73*	12	22	-4	4.1	-1
Nc1nc(N)c(N=Nc2ccc(Cl)cc2)c(=O)[nH]1
→ 10	-5	-15	2	-1	6	-2	0.3	3
Cc1ccc(OCCn2c(=O)n(C)c3ccccc32)cc1
→ -15	9	-86	7	-1	4	-2	3.9	4
COc1ccccc1N(CC(=O)NCc1ccco1)C(=O)CCC(=O)Nc1ccccn1
→ 0	2	4	-2	-6	-4	3	0.2	7
COc1ccc(C2c3c(oc4ccccc4c3=O)C(=O)N2CC2CCCO2)cc1 (stereo unspecified)
→ 11	26	18	-4	-1	3	-7	-1.7	5
CCc1nnc(NS(=O)(=O)c2ccc(NC(=O)CCC(=O)O)cc2)s1
→ -18	9	6	6	-5	8	2	0.7	-11
Cc1ccc(NC(=O)COC(=O)c2ccc(Cl)cc2)cc1S(=O)(=O)N(C)C
→ 4	-11	18	28	2	-10	-1	-0.7	-1
O=C1c2ccccc2NC(c2ccccc2F)N1NS(=O)(=O)c1ccccc1 (stereo unspecified)
→ 11	7	-12	10	1	5	-2	0.8	9
CSc1ccccc1NC(=O)CN1CCN(S(=O)(=O)c2ccccc2[N+](=O)[O-])CC1
→ 16	9	4	33	-1	-2	-4	-0.1	-10
C=CCn1cnc2scc(-c3ccccc3)c2c1=O
→ -10	28	-12	19	6	-13	-2	-1.8	-4

# 3 entries already listed, ordered by their value in CXCR6 inh, descending.
SMILES,CXCR6 inh
Cc1ccc(OCCn2c(=O)n(C)c3ccccc32)cc1,4
COc1ccc(C2c3c(oc4ccccc4c3=O)C(=O)N2CC2CCCO2)cc1 (stereo unspecified),3
COc1ccccc1N(CC(=O)NCc1ccco1)C(=O)CCC(=O)Nc1ccccn1,-4

# Next entries follow:
# Values run as follows: APJ antagonist	CCR6 antag	Mdm2 MdmX PPI	tim23-1 inh	UPR XBP1 act	CXCR6 inh	APJ ag	CHOP UPR activ	EBI2 block
COc1ccc(C2C(C(=O)c3ccco3)=C(O)C(=O)N2CCCn2ccnc2)c(OC)c1 (stereo unspecified)
→ 4	8	3	5	2	-7	2	-3.2	-3
CC(C)CNC(=O)C(=O)NCC1CCCN1S(=O)(=O)c1cccs1 (stereo unspecified)
→ 13	0	21	11	-2	3	0	1.6	1
CCCCCCC(=O)O
→ 2	15	2	4	3	4	-2	-1.8	-10
Cc1ccc(CN(C)CC(=O)Nc2ccccc2C(=O)NC2CC2)o1
→ 5	-3	-2	-9	0	-3	-2	-1.2	-3
N#CC1=C(N)N2C(=C(C#N)C1c1cccc(Br)c1)Nc1ccccc12 (stereo unspecified)
→ -22	-19	100*	8	14	-14	10	0.7	-17
Cc1cc(S(=O)(=O)N2CCCCC2CCNC(=O)C(=O)NC2CC2)ccc1F (stereo unspecified)
→ 13	8	-3	22	-3	-1	-4	0.5	-10
O=c1[nH]c2ccccc2s1
→ -47	0	-14	13	4	7	-2	0.2	-9
CCCCn1c(N)c(N(CC(C)C)C(=O)CC(NC(=O)c2ccccc2)c2ccccc2)c(=O)[nH]c1=O (stereo unspecified)
→ 19	-6	28	-7	-1	0	4	-0.1	1
O=C(CCl)NCCNC(=O)c1cc(OCC(F)(F)F)ccc1OCC(F)(F)F
→ -14	9	-20	8	-1	-1	-3	2.4	-3
COC(=O)Cn1c(=NC(=O)c2ccc(Cl)s2)sc2cc(F)ccc21
→ -9	9	47	-24	-1	-1	-4	3.2	3
